BAP1 inh: inhibitors of BAP1 deubiquitinase, primary screen, biochemical, Ub-AMC fluorescence, kinetic. Ubiquitin carboxyl-terminal hydrolase BAP1 (Homo sapiens), Q92560. recombinant BAP1, Ub-AMC hydrolysis fluorescence kinetic; hits give low values. activity remaining (% of control), % at 20 µM. 72,000 compounds, 0.48% hits. AID 436, 2006;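 active = activity remaining at or below 50% of control, provided the compound also passes the data quality filters; inactive = the rest, including low values that fail the filters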;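 also: 100% = DMSO wells rate and 0% = substrate alone blank rate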
Target sequence (Q92560 whole entry, looked up): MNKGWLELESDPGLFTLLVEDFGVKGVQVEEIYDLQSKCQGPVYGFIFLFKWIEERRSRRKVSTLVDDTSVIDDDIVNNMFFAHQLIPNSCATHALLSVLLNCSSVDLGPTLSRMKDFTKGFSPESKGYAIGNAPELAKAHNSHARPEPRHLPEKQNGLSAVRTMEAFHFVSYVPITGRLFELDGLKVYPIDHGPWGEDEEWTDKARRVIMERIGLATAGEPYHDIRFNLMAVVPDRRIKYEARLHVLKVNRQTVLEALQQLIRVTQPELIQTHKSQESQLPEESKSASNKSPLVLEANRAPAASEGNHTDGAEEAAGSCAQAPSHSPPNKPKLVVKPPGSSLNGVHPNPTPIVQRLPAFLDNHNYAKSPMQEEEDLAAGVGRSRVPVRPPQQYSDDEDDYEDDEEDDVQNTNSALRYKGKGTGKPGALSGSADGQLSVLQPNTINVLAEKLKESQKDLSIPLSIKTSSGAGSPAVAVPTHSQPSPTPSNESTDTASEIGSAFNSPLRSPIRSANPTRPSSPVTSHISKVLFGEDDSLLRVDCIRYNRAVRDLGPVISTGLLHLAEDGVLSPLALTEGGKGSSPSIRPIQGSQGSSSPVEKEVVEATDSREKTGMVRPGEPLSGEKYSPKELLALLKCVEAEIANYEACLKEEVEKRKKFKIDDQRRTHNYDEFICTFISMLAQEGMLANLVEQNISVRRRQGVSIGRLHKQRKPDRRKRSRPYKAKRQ
HePTP inh: inhibitors of human HePTP phosphatase, primary screen, biochemical, absorbance, leukemia target; Tyrosine-protein phosphatase non-receptor type 7 (Homo sapiens), P35236; recombinant HePTP phosphatase activity, OD absorbance; inhibition, % at 20 µM; 110,000 compounds, 0.64% hits; in the data active = inhibition above about 50%;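 also: plate controls were vehicle for no effect and reference inhibitor for full effect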
Target sequence (P35236 whole entry, looked up): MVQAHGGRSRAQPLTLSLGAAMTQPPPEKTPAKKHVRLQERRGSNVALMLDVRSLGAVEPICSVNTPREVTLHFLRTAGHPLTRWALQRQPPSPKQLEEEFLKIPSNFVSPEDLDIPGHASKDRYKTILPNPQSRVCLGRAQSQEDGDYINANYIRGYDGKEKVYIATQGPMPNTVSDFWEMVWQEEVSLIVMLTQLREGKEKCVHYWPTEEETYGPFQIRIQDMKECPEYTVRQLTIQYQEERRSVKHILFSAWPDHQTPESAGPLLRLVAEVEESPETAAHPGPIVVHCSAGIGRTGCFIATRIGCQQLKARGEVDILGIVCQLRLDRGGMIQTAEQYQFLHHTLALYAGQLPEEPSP
* = called active by the depositor; . = not tested or not shown; & = joins results of further samples.

SMILES	BAP1 inh	HePTP inh
O=C(NCC1CCCO1)C(=O)Nc1nccs1 (stereo not drawn)	.	3.8
COc1ccccc1-n1c(SCc2ccccc2)nc2ccccc2c1=O	.	-16.9
O=C1C2C3C=CC(C4CC34)C2C(=O)N1c1cccc(C(F)(F)F)c1 (stereo not drawn)	.	-1.5
CC1(C(=O)NCc2cccnc2)CCC(=O)N1Cc1cccs1 (stereo not drawn)	101.3	-8.2
O=C1CC(N2CCSCC2)C(=O)N1c1ccc(F)cc1 (stereo not drawn)	.	-5.8
O=[N+]([O-])c1ccc2nc(N3CCN(Cc4ccc5c(c4)OCO5)CC3)sc2c1	.	6.3
N#Cc1ccc2ccn(CC(=O)N3CCCc4ccccc43)c2c1	94.6	-10.5
O=S(=O)(/N=C(/c1ccccc1)N1CCOCC1)c1ccccc1	.	4.2
Cc1[nH]c2ccc(Br)cc2c(=O)c1CN1CCOCC1	103.2	5.0
O=C(O)Cn1nnnc1-c1ccc(F)cc1	113.0	-4.0
O=C(CSCCSCC(=O)c1ccco1)c1ccco1	108.3	7.8
Cc1ccc(C(=O)Nc2sc3c(c2C(=O)N2CCC(C(N)=O)CC2)CCCC3)cc1	.	13.4
O=c1cc(NCCO)c2ccccc2o1	.	1.9
Cc1ccc(C(=O)n2c(C)nc3ccccc32)cc1C	.	-2.7
CCOc1ccccc1NC(=O)c1c(NC(=O)CCC(=O)O)sc2c1CCCCC2	.	4.6
C=CCn1c(SCC(=O)NCc2ccccc2)nnc1-c1ccccc1O	77.8	12.6
Cn1c(=O)[nH]c2ncn(C)c2c1=O	93.9	.
CC(Oc1ccccc1)C(=O)N1CCC(Cc2ccccc2)CC1 (stereo not drawn)	.	7.8
CC(NC(=O)COc1ccccc1O)C1CC2CCC1C2 (stereo not drawn)	.	7.9
O=c1c2ccccc2nc(-c2ccccc2)n1CCCN1CCOCC1	104.4	4.5
COC(=O)c1ccc(NC(=O)CS(=O)(=O)Cc2ccccc2)cc1	135.2	2.2
C=CCn1c(SCC(=O)NCC2CCCO2)nc2scc(-c3ccco3)c2c1=O (stereo not drawn)	76.2	3.2
CN1c2ccccc2N(C)C1c1ccc2c(c1)OCO2	105.0	5.9
Oc1ccccc1C(=S)N1CCCCC1	96.4	6.3&-3.9
CCOC(=O)c1sc2nc(C)cc(C)c2c1NC(=O)c1ccco1	111.7	1.8
CC(C(N)=O)N1C(=O)C2C3C=CC(C3)C2C1=O (stereo not drawn)	97.5	1.8
Cc1ccc(N2C(=O)CSC23C(=O)Nc2ccccc23)cc1 (stereo not drawn)	67.2	2.3
COc1ccc(NC(=O)c2cccs2)cc1O	97.0	3.4
C=CCN1CCN(C(c2ccc(OC)c(OC)c2)c2nnnn2C(C)(C)C)CC1 (stereo not drawn)	86.3	8.1
Oc1c(C(c2ccccn2)N2CCOCC2)ccc2cccnc12 (stereo not drawn)	86.5	3.2

A different layout for 18 compounds above:
| molecule | BAP1 inh | HePTP inh |
| --- | --- | --- |
| O=c1cc(NCCO)c2ccccc2o1 | . | 1.9 |
| Cc1ccc(C(=O)n2c(C)nc3ccccc32)cc1C | . | -2.7 |
| CCOc1ccccc1NC(=O)c1c(NC(=O)CCC(=O)O)sc2c1CCCCC2 | . | 4.6 |
| C=CCn1c(SCC(=O)NCc2ccccc2)nnc1-c1ccccc1O | 77.8 | 12.6 |
| Cn1c(=O)[nH]c2ncn(C)c2c1=O | 93.9 | . |
| CC(Oc1ccccc1)C(=O)N1CCC(Cc2ccccc2)CC1 (stereo not drawn) | . | 7.8 |
| CC(NC(=O)COc1ccccc1O)C1CC2CCC1C2 (stereo not drawn) | . | 7.9 |
| O=c1c2ccccc2nc(-c2ccccc2)n1CCCN1CCOCC1 | 104.4 | 4.5 |
| COC(=O)c1ccc(NC(=O)CS(=O)(=O)Cc2ccccc2)cc1 | 135.2 | 2.2 |
| C=CCn1c(SCC(=O)NCC2CCCO2)nc2scc(-c3ccco3)c2c1=O (stereo not drawn) | 76.2 | 3.2 |
| CN1c2ccccc2N(C)C1c1ccc2c(c1)OCO2 | 105.0 | 5.9 |
| Oc1ccccc1C(=S)N1CCCCC1 | 96.4 | 6.3&-3.9 |
| CCOC(=O)c1sc2nc(C)cc(C)c2c1NC(=O)c1ccco1 | 111.7 | 1.8 |
| CC(C(N)=O)N1C(=O)C2C3C=CC(C3)C2C1=O (stereo not drawn) | 97.5 | 1.8 |
| Cc1ccc(N2C(=O)CSC23C(=O)Nc2ccccc23)cc1 (stereo not drawn) | 67.2 | 2.3 |
| COc1ccc(NC(=O)c2cccs2)cc1O | 97.0 | 3.4 |
| C=CCN1CCN(C(c2ccc(OC)c(OC)c2)c2nnnn2C(C)(C)C)CC1 (stereo not drawn) | 86.3 | 8.1 |
| Oc1c(C(c2ccccn2)N2CCOCC2)ccc2cccnc12 (stereo not drawn) | 86.5 | 3.2 |

Later entries:
SMILES	BAP1 inh	HePTP inh
COc1ccc(N2C(=O)c3cccc4cccc(c34)C2=O)cc1OC	.	10.2
COc1ccc(-c2ccc(/C=C3/C(=O)NC(=O)N(c4ccc(C)cc4)C3=O)o2)c([N+](=O)[O-])c1	.	-11.5
COc1cccc(C2CC(C(F)(F)F)n3ncc(C(=O)NCc4ccco4)c3N2)c1 (stereo not drawn)	120.1	1.1
CCOC(=O)N1CCN(Cc2nc3c(c(=O)n(C)c(=O)n3C)n2CCC(C)C)CC1	82.9	7.7
C=CCSc1nnc(CSc2nc3sc4c(c3c(=O)[nH]2)CCCC4)n1-c1ccccc1	50.8	9.0
Cn1c(N2CCCCC2)nc2c1c(=O)[nH]c(=O)n2C	104.5	8.4
CCCc1nc2ccccc2c(=O)n1/N=C/c1ccccc1O	81.8	5.0
CCOC(=O)c1c(NC(=O)CSc2nnc(-c3ccccc3C)n2C)sc(C(C)=O)c1C	62.3	7.8
CCc1ccc(C(=O)CSc2n[nH]c(C)n2)cc1	94.0	-3.3
COc1ccc(OC)c(NC(=O)CN(CCc2ccccc2)S(=O)(=O)c2ccc(Cl)cc2)c1	.	11.5
O=C(c1ccccc1)N(Cc1ccc2c(c1)OCO2)Cc1nc2ccccc2c(=O)[nH]1	97.5	11.5
COc1ccccc1Oc1nc2c(c(=O)n(Cc3ccccc3F)c(=O)n2C)n1C	84.5	5.6
O=C1NC(=O)C(=Cc2ccccc2OCc2ccc(Cl)cc2Cl)C(=O)N1	.	6.5
CCOc1cc(-c2ccc(O)cc2)cc(=O)c2c(C)oc(C)c12	.	-2.6
Nc1nc(-c2ccccc2)cn1/N=C/c1ccc(Cl)cc1Cl	.	-23.4
CCOc1ccc(C2N(c3ccc(F)cc3)C(=O)C3CCCN32)cc1OC (stereo not drawn)	97.6	7.4
CCC(C)(C)n1nnnc1C(c1ccncc1)N1CCN(c2cccc(OC)c2)CC1 (stereo not drawn)	.	15.0
O=[N+]([O-])c1cccc(CNC2CCCC2)c1	.	6.8
Cc1ccc(S(=O)(=O)N(CC(O)CN2CCOCC2)c2cccc3ccccc23)cc1 (stereo not drawn)	.	7.8
COC(=O)C1=C(C)NC2=C(C(=O)c3ccccc32)C1c1ccc(-c2ccc([N+](=O)[O-])cc2C)o1 (stereo not drawn)	.	-7.0
Cn1c(SCc2ccccc2F)nc2cccnc21	102.2	0.6
COCc1[nH]nc2c1C(c1ccnc3ccccc13)C(C#N)=C(N)O2 (stereo not drawn)	135.8	7.7
Cc1cccc(C(C2=C(O)CC(C)(C)CC2=O)C2C(=O)CC(C)(C)CC2=O)c1 (stereo not drawn)	.	7.8
O=C1c2ccccc2C(=O)N1n1c(=O)[nH]c2ccccc2c1=O	90.5	8.2
O=C(CN1CCN(S(=O)(=O)c2ccc(Cl)cc2)CC1)Nc1ccc(F)cc1F	112.9	3.7
CCN=C(Nc1cccc(Cl)c1)SC1CC(=O)N(c2ccc(OCC)cc2)C1=O (stereo not drawn)	.	-6.2
O=C(COc1ccccc1Cl)Nc1cc(C(F)(F)F)ccc1Cl	.	-7.5
CCNC(=O)c1sc2cc(C)ccc2c1Cl	.	5.3
Cc1onc(-c2ccccc2Cl)c1C(=O)NCCn1ccc2ccccc21	101.2	10.2
C=CCOc1cccc(C2C(C(=O)c3ccco3)=C(O)C(=O)N2CCN2CCOCC2)c1 (stereo not drawn)	.	7.2
O=C1C(Cl)=C(N2CCN(c3ccccc3)CC2)C(=O)N1c1cccc(Cl)c1	56.0	1.5
O=C(c1cccc(S(=O)(=O)N2CCCCC2)c1)N1CCCCC1	91.4	-3.9
O=C(c1ccco1)N1CCN(c2cc(=O)n(C3CCCCC3)c(=O)[nH]2)CC1	84.9	2.1
CN1CCN(C(=O)c2ccc(-c3nn(C)c(=O)c4ccccc34)cc2)CC1	87.2	.
CCOC(=O)c1c(NC(=O)c2ccccc2F)sc(C(=O)Nc2cc(C(F)(F)F)ccc2Cl)c1C	.	5.7
CC(=O)C1=C(O)C(=O)N(CC2CCCO2)C1c1ccc(C(C)C)cc1 (stereo not drawn)	.	-1.6
Cc1cc(C)c(C(=O)Nc2ccccc2C(N)=O)c(C)c1	.	8.0
COc1cccc(NC(=O)C2CC(=O)N(C)C(=Nc3cccc(F)c3)S2)c1 (stereo not drawn)	95.9	6.9
CC(=O)NC12CC3CC(CC(O)(C3)C1)C2	.	-9.9
CCOC(=O)c1ccc(NCn2c(=O)oc3ccccc32)cc1	59.3	3.2
COc1ccccc1CNC(=O)c1cccc(Cl)c1	.	-17.9
C/C(=N\Nc1nnc2c(n1)[nH]c1ccccc12)c1ccc(C)o1	.	8.3
COc1cccc(C2CC(=O)NC3=C2C(=O)CCC3)c1 (stereo not drawn)	102.1	10.7
COc1ccc(Nc2c3c(c(C#N)c4nc5ccccc5n24)CCC3)cc1	67.0	.
COc1ccc(S(=O)(=O)NCC(c2cccnc2)N2CCN(c3ccccc3OC)CC2)cc1C (stereo not drawn)	88.1	-1.8
CCOc1nnnc2c1sc1nc(N3CCOCC3)c3c(c12)CC(C)(C)OC3	74.1	-5.2
Nc1cc(OC(=O)c2ccco2)nn1S(=O)(=O)c1ccc(F)cc1	91.8	-1.5
COC(=O)c1ccccc1NC(=O)c1ccccc1C	.	-18.2
O=C1C2=C(SCCS2)C(=O)N1c1ccccc1	84.4	-4.3
CCS(=O)(=O)Nc1ccc(-c2nnc(SCC(=O)OC)o2)cc1	94.5	0.1
Cc1cccc(NC(=O)C(=O)NCCCO)c1C	.	4.6
Cc1cccc(C)c1NC(=O)CSCc1c(Cl)cccc1Cl	.	12.1
Cc1cc(Cl)ccc1OC(C)C(=O)NCc1ccc2c(c1)OCO2 (stereo not drawn)	.	9.3
CCn1nc(C(=O)OCC(=O)N2c3ccccc3CC2C)c2ccccc2c1=O (stereo not drawn)	114.7	4.3
Cc1onc(-c2c(F)cccc2Cl)c1C(=O)NCc1ccccn1	103.1	0.0&3.7
Cc1cc(CN2C(=O)c3ccccc3C2=O)on1	98.5	-2.3
CCOC(=O)C(CCCOc1ccc(F)cc1)C(=O)OCC	.	-2.6
CCC/C(O)=C1\C(=O)CC(C)(C)CC1=Nc1ccc(OC)cc1OC	77.3	-1.1
Cc1ccc(CNC(=O)c2nnn(-c3cccc(C)c3)c2N)cc1	82.1	-1.1
COc1ccccc1CC(=O)N1CCN(c2ccc(F)cc2)CC1	.	8.7
Going on with the list:
SMILES	BAP1 inh	HePTP inh
Cc1ccc(C)c(OCCCCN2CCCCC2)c1C	.	-5.3
CN(C)S(=O)(=O)c1ccc(C(=O)OCC(=O)NC(=O)NCc2ccccc2)cc1	80.3	2.8
O=C(Nc1ccccn1)NC1CCS(=O)(=O)C1 (stereo not drawn)	113.5	4.4
O=C(Nc1c2c(nn1-c1ccc(Cl)cc1)CS(=O)(=O)C2)c1ccc2c(c1)OCO2	75.1	10.2
Cc1nc(NC(=O)c2ccccc2)sc1-c1csc(Nc2cccc(C(=O)O)c2)n1	.	5.7
S=c1[nH]nc(-c2ccc(Br)cc2)n1Cc1ccco1	95.9	8.0
C=CCn1c(=S)[nH]c2sc3c(c2c1=O)CCC(C(C)(C)C)C3 (stereo not drawn)	.	9.4
COCCNC(=O)CN(c1ccc(OC)c(OC)c1)S(=O)(=O)c1ccc(C)cc1	99.2	-6.1
COc1ccc(OC)c(NC(=O)c2cc(S(=O)(=O)NCc3ccco3)ccc2F)c1	79.3	-7.0
CCOc1ccccc1Oc1ccc(C(F)(F)F)cn1	91.1	6.6
O=C1c2ccccc2C(=O)N1CCCCN(C(=O)c1ccccc1)c1ccc(F)cc1F	.	-7.9
O=C(O)CCc1n[nH]c(=S)[nH]c1=O	95.3&144.6	1.6
CCOC(=O)c1ccc(NC(=O)CC2SC(=O)NC2=O)cc1 (stereo not drawn)	.	-1.2
Cc1c(Cl)cccc1NC(=O)C1CC(=O)N(c2ccccc2)C1 (stereo not drawn)	.	4.9
O=C(O)CN1C(=O)/C(=C/c2c(Cl)cccc2Cl)SC1=S	.	4.3
CCOC(=O)c1c(N)nn(C(=O)C(C)(C)C)c1-c1ccccc1	.	-3.6
COc1ccccc1C1SCCN1C(=O)c1cc2ccccc2oc1=O (stereo not drawn)	65.0	.
CCOC(=O)N1CCN(S(=O)(=O)c2ccc(F)c(C(=O)Nc3cccc(C)c3C)c2)CC1	92.7	8.9
COc1ccc(OC)c(NC(=O)C(CCS(C)(=O)=O)NC(C)=O)c1 (stereo not drawn)	99.8	.
Cc1cccc(C(=O)Nc2cc(C(F)(F)F)cc(C(F)(F)F)c2)c1	.	5.1
O=C(CSc1nnc(-c2ccccc2)o1)N1CCOCC1	109.0	1.6
COC(=O)c1c(C)oc2ccc(OC(=O)c3ccco3)cc12	82.4	0.9
CCn1nc(C(=O)N2CCN(Cc3ccc4c(c3)OCO4)CC2)c2ccccc2c1=O	112.5	3.8
COc1cc(/C=C/C(=O)c2c(C)cc(C)[nH]c2=O)cc(OC)c1OC	.	-5.2
Cn1c(=O)[nH]c(=O)c2c1nc(SCC(O)CO)n2Cc1ccccc1Cl (stereo not drawn)	98.4	3.7
COc1ccc(OC)c(S(=O)(=O)N(C)CC(=O)Nc2ccccc2OC)c1	75.0	-1.6
